Source: PubChem BioAssay
MLL CXXC-DNA inh: inhibitors of human MLL CXXC domain-DNA interaction | Potency, µM (titrated, usually from 115 µM), for the others: at the top dose activity change, negative = inhibition, actives largely listed as inhibitors | Q03164 | 290,000 tested, 0.037% active | MLL-CXXC / FITC-HOXA9 DNA fluorescence polarization; active means well fitted inhibition curve with a large enough effect in the polarisation, with a control signal flat, not every such curve was filed as active; inconclusive means small, poorly fitted or top-dose-only effect, or effect the other way, or a change in a side signal; inactive means no such curve, though single readings can be large or run the other way; the % refers to the polarisation; further: potency means the concentration at half of the fitted maximal effect
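Steps: dispense CXXC domain solution (7 uM) → pin compounds or unlabeled HOX-A9 DNA control → 5 min ambient → add FLSN-HOX-A9 solution (50 nM) → spin → 30 min ambient → fluorescence polarization. Tris pH 7.5/NaCl/DTT/BSA buffer.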
Coupling enz: inhibits coupling enzyme system, counter-screen for aldolase hits. 290,000 tested, 0.67% active. activity change, negative = inhibition, % at 58.2 µM, hits read low. coupling enzyme system counterscreen, AmpLite Red fluorescence; in the data active means activity change below about -30%; further: on the % scale 0 is the no-effect control and ±100 the full control effect
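Activity here indicates interference with the coupling reaction, not aldolase inhibition. Compounds at 57.5 uM final met coupling enzymes for 10 min at RT; substrate and AmpLite Red detection followed, with a 525/598 nm fluorescence read after 20 min.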
TCR activator: activators of T cell receptors. primary human leukocytes, anti-CD3, IL-2 HTRF, 48 h. Potency, µM (doses to about 9.22 µM), inactives show at the highest dose activation of IL-2 secretion, most hits filed as activators. 330,000 tested, under 10 active; further: % of control where 0% means no effect
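Human primary leukocytes + a-CD3 beads + cpd, 48 hr; IL-2 in supernatant by HTRF (ex 320nm / em 665nm). No co-stimulatory signal supplied.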
TSHR antagonist: blocks TSH signaling through the human TSH receptor. TSHR-expressing cells, TSH-stimulated cAMP HTRF, 2 h; hits give low values. activity change, negative = inhibition, % at 11.5 µM. 330,000 tested, 0.2% active. AID 504810;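 active means activity change below a set negative limit, meaning inhibition stronger than a set level, cut at about -70% in these data; inconclusive means activity change between two set negative limits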; further: on the % scale 0 is the no-effect control and ±100 the full control effect
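TSHR-expressing cells, 200/well, pre-treated with compound, then stimulated with EC80 TSH (4nM final) for 2 hours at 37 deg C. cAMP measured by competitive HTRF: anti-cAMP cryptate antibody in lysis buffer plus cAMP-d2, read after 30 minutes at room temperature.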
Giardia killer: kills Giardia lamblia; Giardia lamblia trophozoite viability; activity change, % at 7.66 µM, hits read low; 340,000 tested, 0.15% active; AID 540267; in the data active means activity change below about -80%; inconclusive means between about -30% and that limit;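 further: parasites exposed to compound for two days anaerobically before the ATP read; on the % scale 0 is the no-effect control and ±100 the full control effect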
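Luminescent ATP signal served as the viability read-out, measured 15-30 min after adding ATP detection reagent to trophozoites that had been incubated with compounds for 48 hrs at 37 deg C anaerobically at 100 cells/well.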
A-T KAP1 phos: potential ataxia-telangiectasia treatment. […] A-T fibroblasts, KAP-1 phosphorylation AlphaLISA; neocarzinostatin DNA damage 30 min before lysis. Potency, µM (doses to about 57.5 µM), for the others: top-dose activation, usual class: activators. 320,000 tested, 0.19% active. AID 485349; further: potency means the concentration at half of the fitted maximal effect; % of control where 0% means no effect; nearly all actives have a fitted effect of over 45% in size
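hTERT-immortalized A-T patient fibroblasts ([…]), 500 cells/well in OPTI-MEM, 1% FBS, got compounds for 60 min, then NCS for 30 min at 37C. Lysates were then assayed for phospho-KAP-1 by AlphaLISA (anti-pKAP1 donor, anti-KAP1 acceptor beads), 6 hr at 25C.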
Chronic BCR inh: inhibitors of chronic active B-cell receptor signaling | ABC-DLBCL IkBa-CBG/CBR reporter, luminescence ratio, 4 h | Potency, µM (titrated, usually from 46.1 µM), inactives show at the top dose ratio change, negative = lower green/red ratio, most hits filed as inhibitors | 340,000 tested, 0.05% active | AID 493014; active means well fitted inhibition curve with a large enough effect in the signal ratio, with a control signal flat, not every such curve was filed as active; inconclusive means small, poorly fitted or top-dose-only effect, or effect the other way, or a change in a side signal; the % refers to the signal ratio;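 further: potency means the concentration at half of the fitted maximal effect; plate controls were basal doxycycline-induced cells for no effect and cells given 10 µM MG132 for full effect; MG132 reads +100%, hits lower the ratio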
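Cell line TMD8 (human ABC DLBCL), stably expressing tet-inducible CBG68-IkBa fusion and CBR; IMDM/0.5% FBS; cpd up to 46 uM; dox induction, 4 h, 37C/5% CO2; dual luminescence; green/red ratio; MG132 control.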
hERG WT inh: inhibitors of human wildtype KCNH2 potassium channel; Q12809; U2OS, BacMam KCNH2, thallium flux FluxOr; hits give low values; activity change, % at 1.84 µM; 340,000 tested, 0.37% active; AID 720551;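 active means maximum activity change below -70%; inconclusive means maximum activity change between -70% and -50%; inactive means maximum activity change above -50%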; further: on the % scale 0 is the no-effect control and ±100 the full control effect
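U2OS cells were transduced with wild-type KCNH2 virus (2.03 x 10^8 / mL) for 4 h at room temperature, then cultured overnight at 37 C. Thallium flux was read with FluxOr dye. Rate constants were normalized to DMSO controls.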
Tb PFK block: inhibitors of T. brucei phosphofructokinase; O15648; T. brucei PFK, ADP-Glo luminescence; Potency, µM (series often up to 57.5 µM), for the others: at the highest dose activity, negative = inhibition, hits mostly inhibitors; 330,000 tested, 0.17% active; AID 485367;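 further: potency means the concentration at half of the fitted maximal effect; 0% = uninhibited 1x PFK enzyme wells and -100% = no-enzyme wells; nearly all actives have a fitted effect of over 60% in size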
Target sequence (O15648 whole entry, looked up): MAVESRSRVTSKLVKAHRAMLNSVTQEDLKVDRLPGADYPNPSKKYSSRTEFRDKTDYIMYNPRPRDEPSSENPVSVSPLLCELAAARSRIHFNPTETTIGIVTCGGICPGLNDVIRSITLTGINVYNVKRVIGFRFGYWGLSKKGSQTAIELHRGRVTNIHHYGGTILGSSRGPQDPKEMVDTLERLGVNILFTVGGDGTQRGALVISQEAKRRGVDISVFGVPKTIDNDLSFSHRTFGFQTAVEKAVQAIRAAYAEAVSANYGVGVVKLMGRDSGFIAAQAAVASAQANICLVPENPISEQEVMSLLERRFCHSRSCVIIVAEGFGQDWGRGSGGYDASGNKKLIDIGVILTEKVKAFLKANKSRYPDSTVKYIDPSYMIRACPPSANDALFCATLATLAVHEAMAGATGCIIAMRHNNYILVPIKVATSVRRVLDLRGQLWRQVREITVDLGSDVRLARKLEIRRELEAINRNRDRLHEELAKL
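ADP-Glo luminescence quantified ADP after 45 min at room temperature, with 1.25 nM T. brucei PFK, 0.1 mM ATP and 0.5 mM fructose-6-phosphate in pH 8.0 TEA buffer. qHTS titrations up to 57 µM; curves classified by quality.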
GALK inh: blocks human galactokinase activity. Purified GALK, Kinase-Glo residual ATP luminescence. Potency, µM (series often up to 57.5 µM), for inactives: at the highest dose activity change, negative = inhibition, actives largely listed as inhibitors. 270,000 tested, 0.007% active. AID 1868; further: potency means the concentration at half of the fitted maximal effect; on the % scale 0 is the no-effect control and ±100 the full control effect
Target sequence (P51570 whole entry, looked up): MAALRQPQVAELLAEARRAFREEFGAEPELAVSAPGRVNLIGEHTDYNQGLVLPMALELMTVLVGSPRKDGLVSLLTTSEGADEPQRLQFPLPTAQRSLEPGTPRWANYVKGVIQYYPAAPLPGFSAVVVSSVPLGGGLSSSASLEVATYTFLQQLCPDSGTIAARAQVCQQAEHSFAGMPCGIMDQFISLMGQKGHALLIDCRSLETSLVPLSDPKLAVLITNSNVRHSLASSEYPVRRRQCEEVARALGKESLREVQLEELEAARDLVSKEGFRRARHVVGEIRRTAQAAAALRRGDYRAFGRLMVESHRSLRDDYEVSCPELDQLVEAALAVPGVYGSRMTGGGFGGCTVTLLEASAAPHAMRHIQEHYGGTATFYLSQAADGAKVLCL
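GALK at 5 nM final was combined with compound, 35 uM ATP and 100 uM galactose in HEPES pH8.0 with MgCl2 and DTT. The reaction ran one hour at room temperature before luminescent ATP detection.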
* hit, by the source's call; ? = inconclusive; . = not tested or not shown; & = joins results of further samples; [ ] = dose if it differs, or a comment. Unless noted, the call rests on the fitted dose curve; in most records, active means well fitted curve in the direction sought with a large enough effect; inconclusive means small, poorly fitted or top-dose-only effect, or another doubt; inactive means no such curve, though single readings can be large; an effect the other way counts as inactive or inconclusive. Rows are unselected; about 1.6% have a hit in one of these screens.

SMILES	MLL CXXC-DNA inh	Coupling enz	TCR activator	TSHR antagonist	Giardia killer	A-T KAP1 phos	Chronic BCR inh	hERG WT inh	Tb PFK block	GALK inh
S=c1[nH]nc(-c2ccncc2)n1/N=C/c1ccccc1	-1%	4	-2%[46.1 µM]	-7	-1	-2%	0%	2	0%	0%
COC(=O)c1c(-c2ccccc2)csc1NC(=O)CSc1ncnc2sc(C)c(C)c12	28%	.	3%	-6	-19	-7%	-1%	-10	0%	0%
CCn1c(SCC(=O)Nc2ccc(C(=O)OC)cc2)nnc1-c1cccs1	-5%	0	-4%	-7	6	-1%	0%	-2	-1%	0%
C[n+]1ccc(/C=C/c2ccc(Br)cc2)cc1	-6%	1	-3%	32	17	-4%	1%	17	1%	-6%
CCCc1cc(=O)oc2cc(C)cc(O)c12	3%	7	-4%	25	2	2%	?	4	-1%	0%
COc1cccc(C2c3[nH]c4ccccc4c3CCN2C(=O)c2ccccc2F)c1OC (stereo not given)	-5%	-1	.	-10	11	2%	?	-5	-5%	7%
COc1cccc(CNS(=O)(=O)c2cc3c4c(c2)CCN4C(=O)CC3)c1	.	.	2%	-2	15	-1%	-7%	-7	0%	.
Cc1ccc(SCc2c(C(=O)N/N=C/C3CC=CCC3)nnn2-c2nonc2N)cc1 (stereo not given)	0%	1	4%	-6	-5	5%	-9%	-3	0%	-1%
CO/N=C/c1ccc(Sc2ccc(C)cc2)c([N+](=O)[O-])c1	2%	2	2%	4	-2	-3%	4%	5	1%	3%
COCc1cc(=O)[nH]c(Nc2nc3ccc(C)cc3o2)n1	-8%	-9	0%	-4	-9	-2%	?	-1	10%	-16%
CCCn1c(NC(=O)c2cccc(S(=O)(=O)N3CCCC3)c2)nc2ccccc21	-7%	-13	7%	-22	0	5%	?	-2	1%	6%
CC1=[N+]([O-])C(C)(C)CC(C)(C)c2ccccc21	4%	0	-14%	-9	-5	0%	-11%	-6	0%	-2%
C=CCNC(=O)/C(=C/c1cn(-c2ccccc2)nc1-c1cccc([N+](=O)[O-])c1)NC(=O)c1ccccc1	-8%	0	-2%[46.1 µM]	1	-22	5%	-10%	-11	0%	0%
CCn1c(SCC(=O)Nc2ccc(OC)cc2)nc2nc3c(cc2c1=O)COC(C)(C)C3	-1%	-3	0%	-8	5	-4%	-9%	-10	0%	-2%
CCOC(=O)N1CCN(c2c(NCc3ccc(F)cc3)c(=O)c2=O)CC1	9%	0	-1%	3	11	-9%	?	-13	3%	.
CNC(=O)C(=O)NCC1OCCCN1S(=O)(=O)c1cccs1 (stereo not given)	1%	2	1%[46.1 µM]	-8	-9	-5%	-3%	-3	-1%	0%
Cc1ccccc1OCC(=O)N/N=C/c1cn(Cc2ccccc2)c2ccccc12	5%	1	0%[46.1 µM]	30	-2	-1%	-13%	0	1%	0%
CC(C)NC(=O)c1cnc(Sc2ncc(C(F)(F)F)cc2Cl)n1C	-21%	1	-1%	-3	-2	.	-10%	1	-4%	0%
CCC1Oc2ccccc2N(CC(=O)NCCCN2CCN(CC)CC2)C1=O (stereo not given)	4%	.	-5%	-13	-3	-4%	0%	-1	0%	-2%
Cc1ccc(S(=O)(=O)N2CCCCC2CCNC(=O)C(=O)NC2CC2)cc1 (stereo not given)	.	.	-2%	-3	-13	-1%	?	-1	0%	.

Three consecutive compounds already listed, quoted:
SMILES	MLL CXXC-DNA inh	Coupling enz	TCR activator	TSHR antagonist	Giardia killer	A-T KAP1 phos	Chronic BCR inh	hERG WT inh	Tb PFK block	GALK inh
CC(C)NC(=O)c1cnc(Sc2ncc(C(F)(F)F)cc2Cl)n1C	-21%	1	-1%	-3	-2	.	-10%	1	-4%	0%
CCC1Oc2ccccc2N(CC(=O)NCCCN2CCN(CC)CC2)C1=O (stereo not given)	4%	.	-5%	-13	-3	-4%	0%	-1	0%	-2%
Cc1ccc(S(=O)(=O)N2CCCCC2CCNC(=O)C(=O)NC2CC2)cc1 (stereo not given)	.	.	-2%	-3	-13	-1%	?	-1	0%	.

(listing goes on)
SMILES	MLL CXXC-DNA inh	Coupling enz	TCR activator	TSHR antagonist	Giardia killer	A-T KAP1 phos	Chronic BCR inh	hERG WT inh	Tb PFK block	GALK inh
Cc1ccc([C@@H]2CC=C(C(=O)O)[C@H](c3ccc(Br)cc3)N2S(=O)(=O)c2ccccc2C)cc1	.	.	0%	-14	-27	8%	4%	4	-5%	.
Cc1cc(C)cc(OCc2nnc(SCC(=O)c3ccccc3)o2)c1	3%	-2	-4%	-6	-4	3%	15%	7	6%	-5%
CC(C)CCNC(=O)CSc1nc2ccccc2c(=O)[nH]1	3%	0	2%	-4	-1	4%	-8%	-10	3%	-1%
COCCNC(=O)CCC(=O)NNc1nc2ccccc2c2nc(-c3ccccc3)nn12	-21%	-9	-79%	-1	-3	-2%	11%	-5	-1%	-2%
COc1cccc(CNC(=O)C(Cc2ccccc2)n2cccc2)c1 (stereo not given)	-2%	1	-6%	6	0	10%	1%	-2	2%	0%
Cc1cccc(N(CC(=O)NCCSc2nc3ccccc3s2)S(=O)(=O)c2ccccc2)c1	-6%	-1	2%[46.1 µM]	6	.	1%	6%	.	3%	1%
CCOc1ncccc1C(=O)OCC(=O)NCc1cccs1	.	.	.	0	7	0%	3%	-2	1%	.
CS(=O)(=O)N1CCc2cc(C(=O)OCC(=O)c3ccccc3)ccc21	0%	2	-1%	2	-3	.	10%	-1	-3%	5%
CCCC(=O)Nc1c(-c2ccccc2)c(=O)c(C)nn1-c1ccccc1	-13%	-1	2%	0	2	3%	-2%	-36	-10%	1%
Cc1ccc(N2C(=O)N(CC(=O)Nc3ccccc3C(F)(F)F)C(=O)C2C)cc1 (stereo not given)	.	.	-4%	1	8	0%	1%	-2	0%	.
O=C(O)c1cccc(S(=O)(=O)N2CCOCC2)c1	4%	0	-7%	6	2	-1%	?	3	-1%	-2%
COc1ccc(NC(=O)CSCc2ccc([N+](=O)[O-])cc2)cc1OC	2%	0	.	-2	4	1%	0%	5	-7%	2%
CCOc1ccc(NC(=O)CCC(=O)NNS(=O)(=O)c2ccccc2[N+](=O)[O-])cc1	61%[activator]	-1	8%	12	5	1%	-29%	10	-21%	6%
Cc1ccnc(NC(=O)CNC(=O)Cc2cccc3ccccc23)c1	.	.	-2%	.	15	15%	?	-2	-10%	.
COCCN1C(=O)C(=O)/C(=C(/O)c2ccc(S(=O)(=O)N3CCOCC3)cc2)C1c1ccc(O)c(OC)c1 (stereo not given)	7%	4	-1%	-3	29	0%	0%	16	0%	7%
CC(C)(C)OC(=O)N[C@H](C(=O)OC(C)(C)C)c1ccc(C(F)(F)F)cc1	.	.	-22%	8	10	-2%	-3%	-15	0%	.
Cn1c(=O)[nH]c2cc3ccccc3cc21	-2%	-2	1%[46.1 µM]	14	6	.	2%	4	-1%	0%
CC(=O)C1=C(C)NC(SCc2cccc([N+](=O)[O-])c2)=C(C#N)C1c1ccco1 (stereo not given)	3%	-5	18%	-3	-9	0%	15%	43	3%	0%
COc1ccc(OC2OC3COC(C)(C)OC3C(O)C2NC(C)=O)cc1 (stereo not given)	0%	2	0%[46.1 µM]	12	-4	4%	-8%	10	-5%	0%
CNc1ccc(/C=C(\C#N)c2ccccn2)cc1[N+](=O)[O-]	-6%	-1	0%	-2	-1	1%	?	1	-1%	-1%
CC1=C(C(=O)OCc2ccccc2)C(c2cccnc2)c2c(n(C)c(=O)n(C)c2=O)N1 (stereo not given)	-4%	16	1%&-5%	-9	-8&20	7%	?	1&23	0%	3%
COc1ccc(/C=N/NC(=O)c2ccc(-c3ccccc3)cc2)cc1O	9%	0	3%[46.1 µM]	-1	-1	-1%	0%	-5	-6%	1%
Cc1cc(C)n2ncc(/C(N)=N/OC(=O)c3ccccc3F)c2n1	3%	0	0%	-4	-9	9%	-1%	-4	-4%	0%
CC1=C(C(=O)Nc2ccccc2)C(c2ccncc2)C(C#N)=C(SCC(=O)Nc2ccccc2)N1 (stereo not given)	3%	2	.	7	-6	2%	20%	-2	-3%	0%
C=CCNC(=S)NNC(=O)c1cccc2ccccc12	-7%	-1	2%	16	1	-5%	-3%	7	-1%	0%
CC(=O)c1c[nH]c(C(=O)NCc2ccccc2Cl)c1	8%	0	-1%	-6	8	-10%	0%	-8	2%	9%
O=C1OC(c2ccc3c(c2)OCO3)N(C(=O)c2ccc(Cl)c(Cl)c2)c2ccccc21 (stereo not given)	16%	1	-2%	-7	10	-2%	?	-1	2%	0%
O=C(NCc1ccco1)C1OCCc2ccccc21 (stereo not given)	5%	-1	-4%	-1	5	6%	3%	-1	4%	2%
Cc1cccc(N2N=C(C(=O)OCC(=O)c3ccccc3)CCC2=O)c1	.	.	-1%[46.1 µM]	10	19	-6%	3%	5	5%	.
